Source: PubChem
SSB-PriA inh: K. pneumoniae PriA-SSBct interaction inhibition; AlphaScreen SSBct-PriA binding, biotinylated peptide; inhibition, % at 33 µM; hit rate 0.6% among 430,000; AID 1272365; in the data active means inhibition mostly above about 37%, no sharp cut-off; inactive means mostly below about 20%;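 further: plate controls were negative control peptide for no effect and reference peptide for full effect; strong numbers were not always called active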
Starred values were filed as active, the others as inactive; & = joins results of further samples. Not all compounds are listed; count on the stated rates, not on these rows.

SMILES	SSB-PriA inh
COc1ccc(Nc2nc(C(=O)N3CCc4ccccc43)cs2)cc1OC	2
COc1ccc(S(=O)(=O)NCc2ccsc2)c(OC)c1	-7
CC(C)Cc1cc(N)on1	-6
CN(C1CCCCC1)S(=O)(=O)c1ccc(C(=O)Nc2nc(-c3ccccc3)cs2)cc1	10
Cc1ccc2nc(NC(=O)CN3CCC(c4nnc(C)s4)CC3)sc2c1	3
Cc1ccn2c(=O)nc(S[C@@H](C)c3ccccc3)nc2c1	-2
COc1ccc(S(=O)(=O)c2nnn(-c3ccc(Cl)cc3)c2C)cc1	-17
COc1ccc(CCNC(=O)CSc2ncc(-c3ccc(Cl)cc3)n2C)cc1	-10
O=C(c1cnccn1)N(Cc1ccsc1)CC(F)(F)F	-17
CCOC(=O)C1CCCN(Cc2cn3c(-c4ccc(Br)cc4)nnc3s2)C1 (configuration not stated)	-7
CSc1ccc(CC(=O)Nc2nc3c(Br)cccc3s2)cc1	16
CN(C)c1ccc(C=NNC(=O)c2ccnn2C)cc1	4
Cn1nc(CNC(=O)CCSc2ccccc2)c2c1CCCC2	-2
O=C(NCCN1CCOC(c2ccccc2)C1)c1ccccc1 (configuration not stated)	-4
CCOc1ccc(CC(=O)NN=Cc2cccnc2)cc1OCC	2
CCc1ccc(S(=O)(=O)NCCNC(=O)c2ccc(NC(C)=O)cc2)cc1	-7
Cc1onc(-c2ccccc2Cl)c1C(=O)NCCn1nc(-c2cccs2)n(C2CC2)c1=O	-7
CCOC(=O)CC1C(=O)NCCN1C/C=C\c1ccccc1OC (configuration not stated)	11
CN(C)c1ccc(C(CNC(=O)COc2ccc(Cl)cc2)N2CCc3ccccc3C2)cc1 (configuration not stated)	-11
COc1ncccc1C(=O)N1CC(Oc2nc3ccccc3s2)C1	-5
ON=CCc1[nH]c2ccccc2c1-c1ccccc1	10
CC1=CC(=C(C#N)C#N)C=C(C)O1	-34
COc1cccc2cc(C(=O)NCC3(CO)CC3)oc12	-5
Cc1cc(C=NNC(=O)Cn2c3ccccc3c(=O)c3ccccc32)c(C)n1-c1ccccc1	1
C=CCN1CC(c2nc3ccccc3n2CCCOc2ccccc2Cl)CC1=O (configuration not stated)	0
COc1ccc(C)cc1NC(=O)C(=O)NCCc1sc(-c2ccc(F)cc2)nc1C	-14
Cc1cc(C)nc(SCC(=O)Nc2ncc(Cc3ccc(Cl)cc3)s2)n1	-10
S=c1[nH]nc(-c2ccccc2)n1N=Cc1c[nH]c2ccccc12	-3
COc1cc(N2CCN(C(=O)c3c(F)cccc3Cl)CC2)nc(C)n1	-12
Cc1nnc(C)n1N=Cc1ccc(-c2ccccc2)cc1	9
O=C(Nc1ccc(SCC(=O)N2CCN(c3ccccc3)CC2)nn1)c1cccs1	-4
CC(CC(=O)NCc1ccc(Cl)cc1)=NNC(=O)c1ccccc1F	-4
CCOC(=O)Cc1csc(NC(=O)CC2CSc3ncc(C)c(=O)n32)n1 (configuration not stated)	-13
CCOC(=O)c1ccc(NC(=O)NNC(=O)c2ccc(=O)n(Cc3ccc(C)cc3)c2)cc1	-26
O=C(CSc1nccn1-c1ccc([N+](=O)[O-])cc1)Nc1nccs1	-1
CCOC(=O)N1CCC(NC(=O)c2cn(-c3cccc(Cl)c3)nn2)CC1	-8
Cc1csc(NC(=O)c2ccc(Cn3ccnc3)cc2)n1	-11
COc1ccccc1N1CCN(CCNS(=O)(=O)c2ccc3c(c2)OCCO3)CC1	-19&-10
O=C(Nc1ccc2sccc2c1)c1ccno1	-16
O=c1c2c3c(sc2ncn1N=Cc1ccncc1)CCCC3	6
CCn1cc(C(=O)Nc2cccc(C(F)(F)F)c2)c2nn(-c3ccccc3)c(=O)c-2c1	2
O=C(COc1ccc(-n2cccn2)nn1)NCCCn1ccnc1	-8
CSCC[C@H](NC(=O)[C@@H]1Cc2ccccc2CN1)C(=O)NCC1CCC(C(=O)O)CC1 (some centres not stated)	-1
Cc1cccc(OCC(=O)ON=C(N)c2ccccn2)c1	-14
Cc1nn(-c2ccccc2)c(C)c1C=NNC(=O)c1cc(C(C)(C)C)[nH]n1	-7
CCn1c(SCC(=O)NN=C/C=C/c2ccco2)nc2ccccc21	-3
O=C(CNC(=O)c1ccccc1Br)NN=Cc1ccc(O)cc1	1
CCCCN1C(=O)c2cccc3c(NC(=O)c4cc(=O)c5ccccc5o4)ccc1c23	-5
O=C(Nc1nc2ccccc2s1)C1CN(S(=O)(=O)C2CC2)C1	11
Cn1cc(C(=O)N2CCN(c3cccc(Cl)c3)CC2)c2[nH]c(=O)n(Cc3ccccc3)c(=O)c21	9
Cc1nn(C(C)C)c(C)c1S(=O)(=O)N1CCC(Oc2cccnn2)C1 (configuration not stated)	-4
CSc1ccc(C=Nn2nnnc2N)cc1	-2
Cc1ccc(N(C)C(=O)Nc2ccc(C)c(Cl)c2)cc1	-24
CCC(=O)Nc1ccc(S(=O)(=O)N2CCCC(Cc3nc(C4CC4)no3)C2)c(C)c1 (configuration not stated)	-12
CCSc1ccccc1C(=O)N1CCN(c2ccc(-c3ccccn3)nn2)CC1	161*
CSc1ccccc1C(=O)Nc1nnc(-c2ccc3c(c2)OCO3)o1	-5
CCc1ccc(S(=O)(=O)N2CCC(Oc3cc(C)oc(=O)c3)CC2)s1	-8
CC(=O)C1=NN(c2ccc(Cl)cc2)C2(S1)c1ccccc1C(C)=NN2c1ccccc1 (configuration not stated)	-2
O=C(c1ccc(F)c(F)c1)N1CCC(c2nnc(-c3ccco3)s2)CC1	-14
COc1ccc(C=NNc2ncnc3sc(C)c(C)c23)cc1	2

Shown with each value named: 3 of the compounds above
Cc1nn(C(C)C)c(C)c1S(=O)(=O)N1CCC(Oc2cccnn2)C1 (configuration not stated)
- SSB-PriA inh: -4
CSc1ccc(C=Nn2nnnc2N)cc1
- SSB-PriA inh: -2
Cc1ccc(N(C)C(=O)Nc2ccc(C)c(Cl)c2)cc1
- SSB-PriA inh: -24

Remaining list, next part.
SMILES	SSB-PriA inh
O=C(NCc1cccnc1)Nc1c[nH]c2ccccc12	0
Cc1csc(-c2nnc(N)o2)c1	-10
O=C(CCc1ccc(-c2ccc(Cl)cc2)o1)Nc1nccs1	-4
O=C(c1ccoc1)N1CC(n2cc(-c3ccccc3)nn2)C1	-9
COc1ccc(CC2SC(=NN=Cc3ccc(O)cc3)NC2=O)cc1 (configuration not stated)	-14
Cc1cccc(CC(=O)N2CCN(CC(F)(F)F)CC2)c1	-10
COc1ccccc1N1CCN(c2ncc3c(=O)n(-c4ccccc4)c(=O)[nH]c3n2)CC1	-12
COc1cccc(N2CC(C(=O)NCCn3nc(-c4ccccn4)cc3C3CC3)CC2=O)c1 (configuration not stated)	2
COc1cc(OC)cc(-c2noc(-c3sccc3S(=O)(=O)N(C)c3ccc(F)c(F)c3)n2)c1	2
CC1CCCCC1NC(=O)c1ccc(Oc2nccnc2N2CCOCC2)cc1 (configuration not stated)	3
CCN1CCN(CC(O)COC2CCCC2)CC1 (configuration not stated)	-15
O=[N+]([O-])c1ccc(-c2csc(NN=Cc3cccnc3)n2)cc1	-7
Cc1cc(C(=O)N(CCCN2CCOCC2)c2nc3c(Cl)cccc3s2)on1	-4
O=C(c1ccco1)N1CC(S(=O)(=O)c2ccc(Cl)cc2)C1	-10
CC(=O)Nc1ccc(C(=O)NCCNS(=O)(=O)c2ccc(Cl)cc2)cc1	-11&0
Cc1ccc(C(=O)NN=Cc2cccs2)cn1	2
COc1cc(C=NNc2nn3cnnc3c3ccccc23)cc(OC)c1OC	-20
C=CCn1c(N)c(S(=O)(=O)c2ccc(Cl)cc2)c2nc3ccccc3nc21	-11
O=C(OCCN1C(=O)c2cccc3c(N4CCOCC4)ccc(c23)C1=O)c1cccc([N+](=O)[O-])c1	-14
O=C(CSc1nnc(-c2ccccc2)o1)Nc1nc(-c2ccccc2)ns1	2
CCc1ccc(S(=O)(=O)Nc2ccc(-c3cn4nc(OC)ccc4n3)cc2)s1	-8
COCCNC(=O)COc1ccc(-c2ccccc2)cc1Br	-11
CNC(=O)Cn1nnn(-c2ccc(NC(=O)Nc3ccc(C(F)(F)F)cc3)cc2)c1=O	-17
COc1ccc(CC(=O)Nc2cnc(-n3cccn3)nc2)cc1	-20
Cc1ccc(-c2nnc(NC(=O)COc3ccccc3)o2)cc1C	1
CC(=NNC(=O)C1CC1c1ccccc1)c1cccs1 (configuration not stated)	2
CS(=O)(=O)N1CCCC(C(=O)Nc2ccccc2-c2nc3ccccc3[nH]2)C1 (configuration not stated)	-14
CCOC(=O)C1C(=O)C=C(c2ccc(NS(C)(=O)=O)cc2)CC1c1cccs1 (configuration not stated)	-1&5
O=C(Cn1nc(C(=O)N2CCOCC2)cc1C1CC1)NCc1cccnc1	-7
COc1ccc(OC)c(-c2ccc(=O)n(CCNC(=O)Nc3ccccc3OC)n2)c1	11
CC(=NNC(=O)c1nnn(-c2nonc2N)c1CN(C)c1ccccc1)c1cccc(O)c1	3
COC(=O)NC(NC(=O)OC)c1ccc(Br)cc1	-8
O=C(CSc1ccc(NC(=O)c2ccccc2F)nn1)Nc1cccc(F)c1	-3
COc1ccc(CNC(=O)Nc2c[nH]c3ccccc23)cc1	-16
COc1cc(C(C)=NNC(=S)NC(C)C)cc(OC)c1OC	9
COC(=O)c1c(NC(=O)c2ccc3c(c2)OCO3)sc2c1CCC2	-29
O=C(NCCCN1CCCC1=O)c1nnc2n(c1=O)CCN2c1ccc(F)cc1	-7
COc1ccccc1/C=C/C=NNc1cccc(C(=O)O)c1	8
COc1cc(NC(=O)Cn2c(C)nc3c(sc4ccccc43)c2=O)cc(OC)c1	-5
Cc1cc(Nc2ccc(Cl)cc2)c2c([N+](=O)[O-])ccc(C)c2n1	56

Laid out differently: entries from further up.
COc1ccc(C=NNc2ncnc3sc(C)c(C)c23)cc1
- SSB-PriA inh: 2

Cc1cc(C(=O)N(CCCN2CCOCC2)c2nc3c(Cl)cccc3s2)on1
- SSB-PriA inh: -4

Nothing new here: an excerpt of the list.
SMILES	SSB-PriA inh
COc1cc(C(C)=NNC(=S)NC(C)C)cc(OC)c1OC	9
COC(=O)c1c(NC(=O)c2ccc3c(c2)OCO3)sc2c1CCC2	-29
O=C(NCCCN1CCCC1=O)c1nnc2n(c1=O)CCN2c1ccc(F)cc1	-7

The main list resumes; the 7 compounds before the break are reprinted first.
SMILES	SSB-PriA inh
COc1ccc(CNC(=O)Nc2c[nH]c3ccccc23)cc1	-16
COc1cc(C(C)=NNC(=S)NC(C)C)cc(OC)c1OC	9
COC(=O)c1c(NC(=O)c2ccc3c(c2)OCO3)sc2c1CCC2	-29
O=C(NCCCN1CCCC1=O)c1nnc2n(c1=O)CCN2c1ccc(F)cc1	-7
COc1ccccc1/C=C/C=NNc1cccc(C(=O)O)c1	8
COc1cc(NC(=O)Cn2c(C)nc3c(sc4ccccc43)c2=O)cc(OC)c1	-5
Cc1cc(Nc2ccc(Cl)cc2)c2c([N+](=O)[O-])ccc(C)c2n1	56
CSc1cccc(C(=O)Nc2cccc(C(C)=O)c2)c1	9
COc1ccc(Cl)cc1C(=O)NCc1nnnn1C1CCCCC1	0
O=C(NCc1ccncc1)c1ccc(=O)n(Cc2ccc(F)cc2)n1	10
COc1ccc(CC(=O)NCCSc2c(-c3ccc(Br)cc3)[nH]c3ccccc23)cc1	1
CCOC(=O)c1c(NS(=O)(=O)c2ccccc2)n(CCc2ccccc2)c2nc3ccccc3nc12	44
CNC(=O)C(=O)NCC1(CO)CC1	5
COc1ccc(Cl)cc1NC(=O)CN1CCOCC1	-27
CC(=NNC(=O)C1CC1)c1ccc(OC(F)F)cc1OC(F)F	-11
O=C(NNC(=O)c1ccc(=O)n(Cc2ccccc2)c1)c1ccc(Cl)cc1	6
O=C(NC(c1ccccc1)c1ccccc1)N1CCC(c2nnc(-c3ccco3)o2)CC1	-9
C[C@H](Oc1ccccc1)C(=O)NCC#CCN1CCCC1	-10
O=C1c2ccccc2C(=O)N1CCOCCN1CCOCCOCCN(CCOCCN2C(=O)c3ccccc3C2=O)CCOCCOCC1	1
CCOC(=O)c1csc(NC(=O)C2CCN(S(=O)(=O)c3ccc(F)cc3)CC2)n1	-5
O=C(CC1SC(=NN=Cc2cccs2)NC1=O)Nc1ccc(Cl)cc1 (configuration not stated)	-2
O=C(c1c(F)cccc1Cl)N1CCC(CSC2=NCCS2)CC1	18
CS(=O)(=O)NC1CCC(Oc2cnccn2)CC1 (configuration not stated)	-19
COc1ccc(CC(=O)Nc2ccc3c(c2)CN(S(=O)(=O)c2ccccc2)CC3)cc1	0
CCCCCCCCCCCCC(=O)NNC(=O)CC(=O)Nc1ccccc1C(=O)O	-6
O=C(Cn1cnc(-c2ccc(F)cc2)cc1=O)Nc1ccccc1Cl	-9
CCCOC(=O)C(C(N)=NCc1ccccc1)=C(O)OCCC	-46
CCN1CCN(S(=O)(=O)CCNC(=O)c2cc3ccccc3o2)CC1	-2
CCOc1ncccc1C(=O)NC1CCC(Oc2nccnc2C#N)CC1 (configuration not stated)	-14
Cn1c(=O)c2c(SCC(=O)N3CCC(Cc4ccccc4)CC3)ccnc2n(C)c1=O	2
O=C(CCc1cccc(Cl)c1)NCc1ccccc1-c1ccsc1	-3
COC(=O)c1c(NC(=O)Cc2cccc3ccccc23)sc2c1CCC2	-9
CCOC(=O)C1CCN(C(c2cccnc2)c2c(NC(C)=O)sc3c2CCCC3)CC1 (configuration not stated)	8
Cc1ccc2c(NC(=O)C3CC(=O)N(c4ccc(Cl)cc4)C3)cccc2n1 (configuration not stated)	-3
Cc1nc(-c2ccc(F)cc2)sc1CCNS(=O)(=O)c1ccccc1[N+](=O)[O-]	23
COc1cccc2cc(C(=O)N3CCCC(Cc4nc(-c5cnccn5)no4)C3)oc12 (configuration not stated)	-5
CO[C@@](C)(CNC(=O)c1ccccc1SC)c1ccccc1F	3
COC(=O)c1sc2nc(N)c(C#N)c(-c3ccc(Cl)cc3)c2c1N	-12
